# Compound activity deposited in PubChem by several laboratories.
# LYP inhibition – PTPN22 lymphoid phosphatase activity blockers – biochemical, fluorescence intensity, uHTS (AID 1779); recombinant LYP phosphatase, fluorescence intensity; higher % means a stronger effect; inhibition, % at 11.5 µM, or IC50 in µM where a hit was titrated; actives 0.054% (n = 290,000); in the data active = inhibition above about 50%;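 note: plate controls were vehicle with enzyme for no effect and no enzyme for full effect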
# NTR1 ag – agonists of NTR1, primary screen, imaging, U2OS cells, beta-arrestin-GFP, high content (AID 493036); P30989; NTR1-U2OS beta-arrestin-GFP spot imaging, agonist mode; activation, % at 20 µM; actives 0.17% (n = 330,000);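 active = activation at or above 40% of the spot to cytoplasm intensity ratio, with at least 20 cells analyzed; inconclusive = wells under 20 cells, flagged as cytotoxic or low count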;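 note: 0% = DMSO without peptide and 100% = 100 nM NTR1 peptide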
# Target sequence (P30989 whole entry, looked up): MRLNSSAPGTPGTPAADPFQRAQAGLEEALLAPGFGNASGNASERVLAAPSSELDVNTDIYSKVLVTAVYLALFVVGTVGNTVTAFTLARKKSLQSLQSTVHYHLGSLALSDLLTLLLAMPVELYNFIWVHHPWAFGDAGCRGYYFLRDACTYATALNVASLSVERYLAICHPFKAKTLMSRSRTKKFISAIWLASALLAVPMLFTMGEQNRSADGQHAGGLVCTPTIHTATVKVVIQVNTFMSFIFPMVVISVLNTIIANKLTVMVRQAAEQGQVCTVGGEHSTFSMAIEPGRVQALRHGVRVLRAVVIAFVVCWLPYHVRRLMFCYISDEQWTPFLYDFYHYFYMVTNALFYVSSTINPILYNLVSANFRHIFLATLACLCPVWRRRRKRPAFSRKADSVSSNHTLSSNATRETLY
# Autophagy mod – modulators of autophagy | MEF GFP-LC3 puncta imaging; test concentration mostly 10 µM | calls only at 10 µM (by protocol) | actives 0.98% (n = 190,000) | AID 463193;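 active = percentage of spot-positive cells more than 3 SD above its plate mean, without a fluorescence outlier flag or 80% toxicity; inconclusive = no clear call, values can overlap the other calls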;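 note: spot-positive cell cutoff set from DMSO-treated cells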
# WT yeast gro inh – growth inhibition of WT yeast, mitochondrial fusion screen; mitochondrial fusion phenotypic screen, WT strain; AID 1362; actives 2.1% (n = 190,000); inhibition, % at 10 µM; in the data active = inhibition above about 58%; tested in S. cerevisiae
# GPR35 antagonists – GPR35 antagonists blocking zaprinast-driven arrestin recruitment, primary screen, imaging, U2OS, beta-arrestin-GFP, zaprinast agonist (AID 2058) | U2OS GPR35 beta-arrestin-GFP translocation imaging, zaprinast antagonism; higher % means a stronger effect | inhibition, % at 10 µM, or IC50 in µM where a hit was titrated | actives 0.052% (n = 290,000);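 active = inhibition of at least 50% with at least 30 cells and total cytoplasm GFP at most 10,000,000; inconclusive = under 30 cells or total GFP of 10,000,000 plus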
# UTI89 phage lysis – protection from phage-mediated lysis, alamar blue read-out – E. coli UTI89, K1F phage, bacterial capsule biogenesis inhibitors (AID 488966) | inhibition, % at 100 µM, or IC50 in µM where a hit was titrated | E. coli UTI89 K1F phage lysis, alamar blue, 2 h; higher % means a stronger effect | actives 0.02% (n = 340,000);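 active = phage lysis inhibition, versus mean bacterial control, above a set limit; inconclusive = no clear call, values can overlap the other calls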;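 note: capsule biogenesis inhibitors block K1F phage lysis so surviving cells raise fluorescence; higher fluorescence means more inhibition of phage lysis; actives were called in the ten point dose series up to 300 µM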
# Dengue-2 NS5 capping – Dengue-2 NS5 methyltransferase inhibitors, primary screen, biochemical, confirmation dose response (AID 588689); Dengue-2 NS5 methyltransferase capping enzyme assay, biochemical; higher % means a stronger effect; inhibition, % at 25 µM, or IC50 in µM where a hit was titrated; actives 0.3% (n = 340,000); in the data active = a potency from the dose series; inconclusive = inhibition above about 29% without an active follow-up result
# AID2073 – disruptors of CaV2.2 binding to Mint1 – biochemical, HTRF (AID 2073); HTRF protein-protein interaction, Mint1-CaV2.2; higher % means a stronger effect; inhibition, % at 20 µM, or IC50 in µM where a hit was titrated; actives 0.19% (n = 290,000); in the data active = inhibition mostly above about 51%, no sharp cut-off; inconclusive = no clear call, values can overlap the other calls; inactive = mostly below about 53%; note: some results filed as inactive read as strong as hits
# RSV CPE inhibition – inhibition of RSV-induced cytopathic effect – HEp-2 cells, primary 10 µM value included (AID 2391); HEp-2 cells, RSV-induced CPE inhibition; higher % means a stronger effect; CPE inhibition, % at 10 µM, or IC50 in µM where a hit was titrated; actives 0.13% (n = 310,000); in the data active = a potency from the dose series; inconclusive = CPE inhibition mostly from about 23% at the one dose, without a potency; inactive = the rest, 99 in 100 with CPE inhibition below about 21%; note: strong numbers were not always called active
# WT yeast gro inh mutant strain – second read-out of WT yeast gro inh, no call of its own (marks repeat the call); inhibition, %; mitochondrial fusion phenotypic screen, mutant strain inhibition
# Autophagy mod cell loss 18 h – recorded beside Autophagy mod, whose call it bears; toxicity, %; measured here: cell loss, nuclei count;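 cell loss after 18 h compound exposure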
# NTR1 ag cell count 20 µM – second read-out of NTR1 ag, no call of its own (marks repeat the call); cell count; measured here: cell count, cytotoxicity flag
# Dengue-2 NS5 capping pilot replicate – also measured in Dengue-2 NS5 capping; calls as there; inhibition, %; measured here: pilot screen replicate inhibition
# * = called active by the depositor; i = inactive; u = inconclusive; x = no result given; [ ] = dose if it differs, or a comment.
SMILES,LYP inhibition,NTR1 ag,NTR1 ag cell count 20 µM,Autophagy mod,Autophagy mod cell loss 18 h,WT yeast gro inh,WT yeast gro inh mutant strain,GPR35 antagonists,UTI89 phage lysis,Dengue-2 NS5 capping,AID2073,RSV CPE inhibition,others
COc1ccc(NC2=CC(=S)NC(C)(C)C2)cc1,-3%,4.1,76,x,x,x,x,-2%,0.4%,-25%,-2%,0.9%,
CN1N=C(C(=O)Nc2ccc3c(c2)CCC3)CCC1=O,-5%,-1.8,27,i,2,-8,0,7%,0.1%,6%,5%,1.0%,
Cc1ccc2nc(-c3ccccc3)c(CN3CCOCC3)n2c1,-3%,1.2,40,i,12,-6,16,-3%,0.2%,-6%,7%,1.3%,
Fc1ccc(NC(=S)Nc2cccc(Cl)c2)cc1,-10%,-1.1,87,i,12,16,5,14%,0.8%,-2%,-3%,2.3%,
CCOc1cccc(C(=O)Nc2ccc(NC(=O)c3cc4ccccc4o3)c(OC)c2)c1,-11%,1.5,79,x,x,x,x,8%,-0.5%,-3%,23%,2.4%,
CC(c1ccccc1)N1CCn2c(nc3cc(NC(=O)c4cccs4)ccc32)C1 (stereo not given),4%,0.9,48,i,0,5,-7,-4%,0.1%,-9%,4%,u,
CCOC(=O)c1c(C)[nH]c(C(=O)COC(=O)CNC(=O)C2CCCCC2)c1C,-2%,-1.0,89,i,6,-21,-2,5%,2.3%,-1%,15%,2.7%,
O=C(COC(=O)/C=C/c1ccc(S(=O)(=O)N2CCc3ccccc32)cc1)NC1CCS(=O)(=O)C1 (stereo not given),-6%,-1.1,92,i,10,4,3,4%,-0.6%,x,6%,3.2%,
Cc1ccccc1Cn1c(=O)n(Cc2ccco2)c(=O)c2ccccc21,5%,0.1,60,i,-11,19,32,-1%,2.1%,x,3%,9.2%,
CCSc1nnc(NC(=O)c2ccccn2)s1,-6%,4.6,62,i,17,58,61,-1%,-11%,-1%,10%,5.8%,
O=C(NCCc1ccccc1)C1CCC(=O)N1C1CCCC1 (stereo not given),-9%,-0.9,88,x,x,x,x,-4%,0.2%,5%,5%,1.3%,
COc1cccc(NC(=O)C2(S(=O)(=O)c3ccc(Cl)cc3)CC2)c1,-1%,-0.8,69,x,x,x,x,-10%,0.1%,7%,-10%,-0.1%,
COc1ccc(C2C3=C(CCCC3=O)Nc3nc(SCc4ccccc4)nn32)cc1OC (stereo not given),3%,0.4,53,i,0,4,17,9%,0.1%,-3%,7%,2.6%,
CC(C)N(Cc1ccccc1)C(=O)CN1C(=O)NC2(CCCc3ccccc32)C1=O (stereo not given),-8%,-0.4,67,x,x,x,x,0%,0.1%[50 µM],0%,8%,0.3%,
Nc1cc(-c2ccc(OC(F)(F)F)cc2)nn1-c1ccc(Cl)c(Cl)c1,-2%,18,46,x,x,x,x,2%,x,x,u,u,
CC(c1cc2ccccc2s1)N(O)C(N)=O (stereo not given),1%,-1.0,63,x,x,-9,6,-11%,x,x,3%,1.0%,
CN(CC(=O)NCc1ccc(Cl)cc1)S(=O)(=O)c1cccc2cccnc12,-3%,0.6,71,i,16,1,-7,10%,3.5%,-1%,-4%,4.6%,
CCOC(=O)Cc1csc(NC(=O)c2sc3nc4ccc(CC)cc4cc3c2N)n1,0%,-0.7,39,i,-1,-4,0,12%,-0.2%,0%,-7%,1.6%,
COc1ccc(-c2cccc(C(=O)N3CCOCC3)c2)cc1,-13%,-1.2,52,x,x,x,x,-1%,0.1%,-1%,11%,1.5%,Dengue-2 NS5 capping pilot replicate=4.3
COc1ccccc1CNC(=O)c1cccc(S(=O)(=O)N2CCN(C)CC2)c1,-4%,0.5,46,i,2,-7,7,6%,-0.3%,-1%,-4%,-0.2%,
Cc1cccc(NC(=O)NCCc2ccc(Cl)cc2)c1,2%,1.1,51,i,7,8,15,-6%,0.1%,-8%,-4%,2.5%,
COCCOC(=O)c1c(C)n(C)c2ccc(OC(=O)c3cccs3)cc12,-2%,16,72,i,-10,-11,-5,14%,0.0%,-3%,-2%,0.6%,Dengue-2 NS5 capping pilot replicate=-3.3
COc1ccc(-c2nn3c(=O)c(C)nnc3s2)cc1,-2%,0.3,79,x,x,x,x,2%,0.9%[50 µM],-5%,23%,2.3%,
O=C(/C=C/c1ccc2c(c1)OCO2)Nc1cc(S(=O)(=O)N2CCOCC2)ccc1N1CCOCC1,2%,0.1,40,i,7,-34,10,-12%,0.3%[50 µM],-7%,10%,1.4%,
Cc1c(C(=O)NCCN(C)C)oc2ccc(S(=O)(=O)N3CCC4(CC3)OCCO4)cc12,-6%,0.8,50,x,x,x,x,-4%,-0.1%,-10%,-1%,0.3%,

# Next part (6 carried over from the part before).
SMILES,LYP inhibition,NTR1 ag,NTR1 ag cell count 20 µM,Autophagy mod,Autophagy mod cell loss 18 h,WT yeast gro inh,WT yeast gro inh mutant strain,GPR35 antagonists,UTI89 phage lysis,Dengue-2 NS5 capping,AID2073,RSV CPE inhibition,others
COc1ccccc1CNC(=O)c1cccc(S(=O)(=O)N2CCN(C)CC2)c1,-4%,0.5,46,i,2,-7,7,6%,-0.3%,-1%,-4%,-0.2%,
Cc1cccc(NC(=O)NCCc2ccc(Cl)cc2)c1,2%,1.1,51,i,7,8,15,-6%,0.1%,-8%,-4%,2.5%,
COCCOC(=O)c1c(C)n(C)c2ccc(OC(=O)c3cccs3)cc12,-2%,16,72,i,-10,-11,-5,14%,0.0%,-3%,-2%,0.6%,Dengue-2 NS5 capping pilot replicate=-3.3
COc1ccc(-c2nn3c(=O)c(C)nnc3s2)cc1,-2%,0.3,79,x,x,x,x,2%,0.9%[50 µM],-5%,23%,2.3%,
O=C(/C=C/c1ccc2c(c1)OCO2)Nc1cc(S(=O)(=O)N2CCOCC2)ccc1N1CCOCC1,2%,0.1,40,i,7,-34,10,-12%,0.3%[50 µM],-7%,10%,1.4%,
Cc1c(C(=O)NCCN(C)C)oc2ccc(S(=O)(=O)N3CCC4(CC3)OCCO4)cc12,-6%,0.8,50,x,x,x,x,-4%,-0.1%,-10%,-1%,0.3%,
Cc1ccc(C(=O)NCC2CCCO2)o1 (stereo not given),-12%,-1.3,93,i,-2,-8,22,-8%,1.0%,-7%,23%,5.7%,
Nc1nnnn1/N=C/c1ccc(F)cc1,-8%,0.4,88,x,x,x,x,6%,0.3%,-5%,6%,1.7%,
Brc1ccccc1/C=N/N1CCCCC1,-3%,2.5,93,x,x,x,x,-6%,0.1%,-4%,4%,1.9%,
CCOC(=O)c1c(NC(=O)CCN2CCOCC2)sc2c1CC(C)(C)OC2,-10%,-0.8,50,i,-52,-24,-3,-12%,-0.6%,-5%,0%,-1.3%,
Cc1coc2cc3oc(=O)cc(C)c3cc12,-8%,4.0,67,i,-6,3,-7,-15%,-0.3%[50 µM],-5%,24%,7.0%,
NC(=O)c1ccc(-n2nnnc2Oc2ccc(Br)cc2)cc1,-6%,-0.6,50,i,-9,-6,-13,-6%,0.3%,-1%,16%,-0.4%,
COc1ccccc1OCCCCCCN1CCOCC1,-2%,0.4,30,i,22,-2,17,6%,0.3%,6%,-7%,1.9%,
CCCc1nc2c(s1)CCc1onc(-c3ccc(Br)cc3)c1-2,x,2.4,96,x,x,x,x,x,-0.8%,1%,x,7.5%,
COc1ccc(C(=O)N2CC(=O)Nc3ccccc32)cc1S(=O)(=O)N1CCCC1,-5%,5.1,59,i,-8,-16,1,8%,0.1%,-2%,-10%,-1.4%,
CC1(c2ccc(Cl)cc2Cl)NC(=O)N(CC(=O)NC2CCCCC2)C1=O (stereo not given),x,4.7,66,x,x,x,x,x,1.0%[50 µM],-9%,x,2.3%,
Cc1c(O)c(CN2CCCCC2)cc2c3c(c(=O)oc12)CCC3,-27%,0.8,86,i,6,14,-4,-12%,0.2%,0%,u,0.1%,Dengue-2 NS5 capping pilot replicate=-3.0
Fc1ccccc1OCC1CCCN(Cc2nc(CC3CC3)no2)C1 (stereo not given),-6%,0.0,45,i,4,4,4,16%,-0.2%,0%,-10%,0.6%,
CCOc1ccc(-c2n[nH]c(=S)c3ccccc23)cc1,-4%,4.9,77,x,x,x,x,0%,-0.1%,-1%,-16%,0.1%,
Cc1cc2oc(=O)cc(Cn3ccnc3)c2cc1Cl,-6%,-1.7,88,x,x,x,x,-6%,-0.1%,-8%,2%,0.3%,
CC(NS(=O)(=O)c1ccc(Br)cc1)C(=O)NCc1ccc2c(c1)OCO2 (stereo not given),-5%,1.3,55,i,6,16,20,-7%,0.9%,-3%,0%,-0.6%,
Cc1nc2cc(-c3ccc(Cl)cc3)nn2c(NCCN(C)C)c1C,-4%,-1.1,78,i,17,22,30,18%,0.2%,6%,-2%,-3.1%,
CC(=O)c1ccc(S(=O)(=O)N2CCN(C(C)=O)CC2)cc1,-5%,0.0,53,i,-5,-4,1,3%,0.4%,8%,4%,3.0%,
CCN(CC)S(=O)(=O)c1ccc2c(c1)N(CC(=O)N1CCC(C(N)=O)CC1)C(=O)CO2,1%,0.3,66,x,x,x,x,0%,0.4%,-6%,-10%,7.7%,
Cc1ccc(C(=O)Nc2sc3c(c2C(=O)O)CCCCC3)o1,-6%,1.7,31,i,46,39,39,0%,0.2%,14%,-6%,1.6%,
S=C(Nc1cccnc1)Nc1ccccn1,-1%,0.3,72,x,x,x,x,5%,0.1%,-6%,-16%,1.6%,
COc1ccc(CC(=O)Nc2c(C(N)=O)oc3ccccc23)cc1OC,-2%,1.1,59,x,x,x,x,-5%,1.8%,-6%,8%,-0.9%,
CC(C)COc1ccc(S(=O)(=O)n2cc(F)c(=O)[nH]c2=O)cc1,-7%,2.0,28,i,13,-11,-9,10%,1.2%,-4%,7%,13%,
CCCNC(=O)OC[C@H]1O[C@H](CCO/N=C/[C@@H](OC)[C@H](C)/C=C/CC(=O)OC)C=C[C@@H]1Oc1ccc(OC)cc1,3%,2.5,56,i,2,14,-5,-9%,x,x,1%,2.0%,
O=C(c1ccc([N+](=O)[O-])cc1[N+](=O)[O-])N1CCc2ccccc21,0%,0.7,63,x,x,x,x,-8%,-0.1%,-5%,6%,0.3%,
COc1ccc2nc(NC(=O)C34CC5CC(CC(NC(C)=O)(C5)C3)C4)sc2c1,-4%,0.1,75,x,x,x,x,-2%,-0.1%,-4%,-4%,u,
